Vif-A3G inh – blocks the Vif interaction with human APOBEC3G; 410,000 compounds, 0.076% hits; AID 602310; Q9HC16; Potency, µM (doses to about 46.1 µM), for the others: at the top dose activity, negative = active, most hits filed as inhibitors; HeLa A3G-eYFP + Vif (tagged APOBEC3G with the HIV-1 protein that degrades it), YFP fluorescence, overnight;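 note: potency is the fitted concentration of half-maximal effect; % is set by controls: 0 for no effect and ±100 for the full control effect; nearly all actives have a fitted effect of over 60% in size; hits raise eYFP signal because A3G escapes Vif-driven loss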
Target sequence (Q9HC16 whole entry, looked up): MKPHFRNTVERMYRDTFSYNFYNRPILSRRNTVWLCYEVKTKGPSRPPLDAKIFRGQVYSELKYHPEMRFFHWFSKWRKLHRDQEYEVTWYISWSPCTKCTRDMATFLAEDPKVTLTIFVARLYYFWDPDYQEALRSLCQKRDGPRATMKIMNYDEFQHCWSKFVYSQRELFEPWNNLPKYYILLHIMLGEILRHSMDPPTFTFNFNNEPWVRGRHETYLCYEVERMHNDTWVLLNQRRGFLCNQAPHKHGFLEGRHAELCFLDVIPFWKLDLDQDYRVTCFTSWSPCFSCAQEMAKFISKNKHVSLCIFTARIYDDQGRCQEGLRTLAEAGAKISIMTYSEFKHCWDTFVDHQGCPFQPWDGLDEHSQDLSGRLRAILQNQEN
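Read-out is eYFP fluorescence (Ex 488/Em 500-530) from Vif-expressing HeLa A3G-eYFP cells; more signal means A3G escaped Vif-mediated degradation. Cells plated overnight, compound pinned in, incubated overnight at 37 deg C.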
RGS4 inhibitor – inhibitors of human regulator of G protein signaling 4. Transcreener GDP fluorescence polarization, RGS4-accelerated GTP hydrolysis. AID 504845. Potency, µM (doses to about 114 µM), for the others: at the top dose activity change, negative = inhibition, actives largely listed as inhibitors. P49798. 390,000 compounds, 0.039% hits; note: potency is the fitted concentration of half-maximal effect; % is set by controls: 0 for no effect and ±100 for the full control effect; nearly all actives have a fitted effect of over 75% in size; some results filed as inactive show a strong effect at the top dose
Target sequence (P49798 whole entry, looked up): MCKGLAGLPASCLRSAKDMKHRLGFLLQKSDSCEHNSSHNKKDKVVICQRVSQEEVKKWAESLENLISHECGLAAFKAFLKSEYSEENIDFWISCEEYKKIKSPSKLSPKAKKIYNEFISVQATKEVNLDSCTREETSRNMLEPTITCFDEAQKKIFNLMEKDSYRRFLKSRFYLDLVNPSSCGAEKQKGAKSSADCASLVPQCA
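MLSMR compounds (23 nl, pin-transferred) preincubated 10 min at room temperature with a 500nM (2x) first reagent, then RGS4 at 900nM (2x) plus Transcreener GDP mix added; fluorescence polarization (620/688 nm) read before and after 90 min at 30 °C.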
mIDH1 inhibitor – human IDH1 R132H inhibition | O75874 | IDH1-R132H enzyme, NADPH consumption, diaphorase/resazurin fluorescence | Potency, µM (highest dose often 76.6 µM), for inactives: top-dose activity change, negative = inhibition, hits mostly inhibitors | 390,000 compounds, 0.093% hits | AID 602179; note: potency is the fitted concentration of half-maximal effect; % is set by controls: 0 for no effect and ±100 for the full control effect; nearly all actives have a fitted effect of over 65% in size
Target sequence (O75874 whole entry R132H, stated change not applied): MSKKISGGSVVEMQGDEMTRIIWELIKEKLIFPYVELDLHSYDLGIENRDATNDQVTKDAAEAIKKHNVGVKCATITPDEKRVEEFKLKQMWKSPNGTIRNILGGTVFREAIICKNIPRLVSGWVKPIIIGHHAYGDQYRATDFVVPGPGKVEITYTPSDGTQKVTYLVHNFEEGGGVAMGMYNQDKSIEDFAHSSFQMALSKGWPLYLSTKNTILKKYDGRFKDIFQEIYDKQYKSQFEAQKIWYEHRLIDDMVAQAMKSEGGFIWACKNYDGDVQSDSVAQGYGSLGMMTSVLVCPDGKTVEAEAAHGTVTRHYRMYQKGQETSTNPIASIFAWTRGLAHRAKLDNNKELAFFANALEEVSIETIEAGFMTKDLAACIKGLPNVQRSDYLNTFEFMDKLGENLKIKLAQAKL
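IDH1-R132H (0.5 ug/mL) preincubated 30 min with compound, then NADPH (0.016 mM) and alpha-KG (2 mM) added; 80 min at RT, pH 7.5. Remaining NADPH coupled via diaphorase/resazurin to fluorescence (540/590 nm); concentration-response curves normalized to no-enzyme control.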
TrxR1 inh – inhibitors of rat thioredoxin reductase 1. 390,000 compounds, 1% hits. recombinant rTrxR1, NADPH fluorescence consumption, selenite substrate. AID 588453. Potency, µM (titrated, usually from 114 µM), for the others: top-dose activity change, negative = inhibition, hits mostly inhibitors. O89049; note: potency is the fitted concentration of half-maximal effect; % is set by controls: 0 for no effect and ±100 for the full control effect; nearly all actives have a fitted effect of over 65% in size
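Rat TrxR1 (90 nM in the dispensed reagent) was pre-reduced with 400 uM NADPH for 5 min at room temperature, then incubated with compound for 15 min. After 400 uM selenite was added, NADPH fluorescence (Ex 340/Em 450 nm) was followed for 8 min.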
LDHA inh – blocks human lactate dehydrogenase A | purified LDHA, NADH/diaphorase-resazurin fluorescence; hits give low values | 480,000 compounds, 0.15% hits | activity change, % (values are at about 110 or 230 µM); in the data active = activity change below about -30%; inconclusive = mostly about -25% to -30%;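 note: plate controls were DMSO wells for no effect and wells without enzyme for full effect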
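Remaining NADH was detected by diaphorase (0.133 mg/mL) converting 37 µM resazurin to fluorescent resorufin, read at 0 and 20 minutes. The preceding 5-minute room-temperature reaction used 2 nM LDHA, 0.2 mM sodium pyruvate and 0.06 mM NADH at pH 7.4.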
GRP78 ERSR act – induces the endoplasmic reticulum stress response in human glioma cells. Potency, µM, for inactives: at the highest dose activation, usual class: activators. 420,000 compounds, 0.02% hits. U87-MG GRP78 promoter luciferase reporter, 16 h; note: potency is the fitted concentration of half-maximal effect; series mostly up to about 76 µM; % of control where 0% means no effect; nearly all actives have a fitted effect of over 35% in size
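Stably transfected U87-MG human glioma cells carrying a GRP78-based luminescent sensor were seeded at 1000 cells/well, pin-dosed with compounds and incubated 16 h. Luciferase reagent was then added, and end-point luminescence was read after 10 min at room temperature.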
USP1 inh – blocks the human USP1/UAF1 deubiquitinase complex; recombinant USP1/UAF1, Ub-Rhodamine cleavage fluorescence; Potency, µM (top dose mostly 57.1 µM), for the others: at the highest dose activity change, negative = inhibition, hits mostly inhibitors; 390,000 compounds, 0.23% hits; AID 743255; note: potency is the fitted concentration of half-maximal effect; % is set by controls: 0 for no effect and ±100 for the full control effect; nearly all actives have a fitted effect of over 60% in size; inactives centre near -12
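USP1/UAF1 complex at 1 nM was preincubated with compound for 15 min at room temperature, then Ub-Rho substrate (150nM final) was added. Fluorescence (480/540 nm) was read kinetically, 6 reads every 60 seconds.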
TrxR1 substrate – substrates of rat thioredoxin reductase 1 | purified TrxR1 substrate turnover, NADPH consumption readout | O89049 | 390,000 compounds, 0.01% hits | Potency, µM (doses to about 114 µM), for the others: at the highest dose activity change, negative = substrate turnover; note: potency is the fitted concentration of half-maximal effect; % is set by controls: 0 for no effect and ±100 for the full control effect; nearly all actives have a fitted effect of over 50% in size
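Rat TrxR1, dispensed at 90 nM, was prereduced with 400 uM NADPH (final) for 5 min at ~22 deg C, then incubated with compound 15 min before 400 uM selenite. A first-read NADPH fluorescence drop versus no-compound background flagged substrates.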
Vif-APOBEC3F blk – Vif-A3F binding inhibition. 390,000 compounds, 0.2% hits. Potency, µM (titrated, usually from 46.1 µM), without a hit: at the highest dose activity, negative = active. AID 602313. HeLa A3F-eYFP + Vif (tagged APOBEC3F with the HIV-1 protein that degrades it), YFP fluorescence increase; note: potency is the fitted concentration of half-maximal effect; % of control where 0% means no effect; nearly all actives have a fitted effect of over 65% in size
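HeLa cells stably expressing A3F-eYFP plus Vif, plated and incubated overnight at 37 deg C, then exposed to compounds overnight at 37 deg C. Blocked degradation read as raised yellow fluorescence (Ex 488/Em 500-530).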
* = called active by the depositor; ? = inconclusive; & = joins results of further samples; [ ] = another dose, or the depositor's remark. Unless noted, calls come from the whole dose curve; as a rule, active = well fitted curve in the direction sought with a large enough effect; inconclusive = small, poorly fitted or top-dose-only effect, or another doubt; inactive = no such curve, though single readings can be large; an effect the other way counts as inactive or inconclusive. Not all compounds are listed. The share of hits here may be higher or lower than overall.

SMILES | Vif-A3G inh | RGS4 inhibitor | mIDH1 inhibitor | TrxR1 inh | LDHA inh | GRP78 ERSR act | USP1 inh | TrxR1 substrate | Vif-APOBEC3F blk
CC1(C)C2CCC1(C)C(OC(=O)CCn1ccnc1)C2 (stereo not drawn) | 0.2% | -35.1% | 9.3% | -1.0% | -2.6 | 1.3% | -18.6% | -7.5% | -5.2%
CN1C(=O)/C(=C/c2ccco2)SC1=Nc1cccc(C(=O)O)c1 | 2.0% | ? | 0.3% | -75.2% | 13.4 | -0.9% | -19.7% | -15.4% | 9.3%
O=S(=O)(N1CCOCC1)n1cnc2ccccc21 | 2.1% | 6.2% | -1.1% | 26.2% | -8.5 | -4.0% | -10.5% | 9.1% | -5.6%
CCOC(=O)C1(C)/C(=N/Nc2ccc(S(N)(=O)=O)cc2)C(=O)C(=O)N1c1ccccc1 (stereo not drawn) | 0.0% | 1.1% | 0.0% | -16.7%[57.1 µM] | 11.3 | -6.7% | -24.5% | -4.0%[57.1 µM] | 4.5%
COc1ccccc1CN1C[C@@H]2C[C@@H](c3ccc(Cl)cc3)N3CCC[C@@]23C1=O | -3.0% | -26.2% | -0.1% | -60.8% | -0.8 | -3.9% | -22.7% | 10.6%[57.1 µM] | -19.7%
S=C(Nc1ccccc1)Nc1nc2ccccc2n1CCOc1ccccc1 | -15.2% | -42.2% | 0.5% | -12.2%[57.1 µM] | -5.3 | ? | -18.1% | -1.5%[57.1 µM] | 2.5%
C[C@H]1CN([C@@H](C)CO)C(=O)c2cccc(NC(=O)Nc3ccc(C(F)(F)F)cc3)c2O[C@@H]1CN(C)S(=O)(=O)c1ccccc1 | -9.5% | 33.9% | ? | 4.8% | 2.5 | -1.7% | ? | -11.7% | -0.5%
CN(CCO)S(=O)(=O)c1ccc2c(c1)C(=NO)c1cc(S(=O)(=O)N(C)CCO)ccc1-2 | 2.6% | 2.6% | 0.0% | 11.3% | -11.0 | -4.2% | -18.5% | 16.6% | 11.6%
CCOc1ccc(N(CC)S(=O)(=O)c2cc(Br)cc3c2N(C(C)=O)C(C)C3)cc1 (stereo not drawn) | -0.4% | -3.7% | -5.5% | 15.7% | -6.9 | -0.7% | -9.6% | -6.5% | 3.9%
O=C(NCCCn1ccnc1)/C(=C\c1ccccc1Cl)NC(=O)c1ccccc1 | -1.8% | 19.6% | -2.3% | -5.0% | -8.4 | -3.7% | -5.8% | -9.3% | -8.5%
CC(C)(C)NC(=O)CN1CCC(O)(c2ccc3c(c2)OCO3)CC1 | -5.7% | 4.8% | -10.6% | 6.1% | -3.0 | -1.1% | 0.5% | 4.3% | -16.1%
CC(C)c1ccc2c(c1)C1Cc3ccccc3C1N2 (stereo not drawn) | ? | -34.2% | 1.9% | -2.9% | 17.2 | 7.1% | -4.3% | -10.4% | 0.5%
CCOC(=O)C1=C(c2ccccc2)OC(N)=C(C#N)C1C(C)C (stereo not drawn) | 1.8% | 24.3% | 2.8% | 5.8% | -1.4 | -1.2% | -7.1% | 2.2% | 1.3%
CCOC(=O)C1CCN(c2c(NCCCN3CCCCC3)c(=O)c2=O)CC1 | -1.5% | -13.8% | 8.8% | -11.9% | -0.5 | -2.7% | -12.0% | -13.4% | 1.5%
CN1CCC23c4ccccc4NC1C21CCN(C)C3Nc2ccccc21 | 2.4% | 1.4% | 26.5% | 12.8% | -1.6 | -0.6% | -14.9% | 6.4% | -5.4%
O=C(O)Cc1ccccc1C(=O)O | 5.9% | 16.6% | 1.0% | 13.5% | -5.6 | -3.6% | -22.7% | 5.5% | 2.9%
C/C(=N\NC(=S)NCc1ccccc1)c1ccc(Br)cc1 | -2.4% | -37.8% | -1.4% | 14.1%[57.1 µM] | -2.2 | -2.8% | -13.2% | 1.4%[57.1 µM] | ?
COc1ccc(-n2c(SCC(=O)N3CCCC(C)C3)nnc2-c2cccnc2)cc1 (stereo not drawn) | -2.9% | -4.6% | -2.6% | -10.6% | -6.9 | -1.6% | -3.2% | -6.2% | -16.9%
Cc1nc2c(C(=O)NCCc3ccc(Cl)cc3)c[nH]n2c(=O)c1Cc1ccc(Cl)cc1 | -4.1% | -35.4% | -10.3% | -3.7% | -6.2 | -3.1% | ? | 1.8% | -22.4%
CCOc1ccc(-c2nnn(CC(=O)N3CCN(c4ccc(F)cc4)CC3)n2)cc1OCC | -5.2% | 0.9% | 0.8% | 17.3%[57.1 µM] | 3.9 | -2.8% | 1.0% | -2.1% | -0.5%
Clc1ccc(-c2noc3c2-c2nc(Cc4cccc5ccccc45)sc2CC3)cc1 | -3.3% | 10.7% | -8.7% | 7.2% | -16.3 | -4.7% | 1.2% | -0.7% | -6.8%
Cc1noc(C)c1CSc1ncnc2sc3c(c12)CCCCC3 | -6.3% | -26.0% | -5.4% | -16.1% | 4.5 | -3.3% | -27.2% | -4.7% | 0.6%
O=C(OCC(=O)C12CC3CC(CC(C3)C1)C2)c1cccnc1Cl | 2.2% | 15.4% | 6.3% | 16.3% | -6.1 | 0.1% | -6.3% | 0.7% | -1.5%
C=Cc1ccc(CN2C(=O)N(c3cccc(Cl)c3)S(=O)(=O)c3ccccc32)cc1 | 2.7% | 24.8% | 0.0% | 25.6%[57.1 µM] | -5.8 | -4.2% | -13.8% | 2.0%[57.1 µM] | 9.9%
COC(=O)C1=C(C)N(Cc2ccccc2)C(=O)N[C@H]1c1cccc(C(F)(F)F)c1 | 0.6% | 11.4% | -5.6% | 8.0% | 0.2 | -1.4% | -15.1% | -10.8% | -5.9%
O=C(NC1CCCCC1)C1COc2ccccc2O1 (stereo not drawn) | -2.6% | 15.1% | 3.7% | 50.1µM* | -4.1 | 3.1% | -3.0% | -2.6% | -7.0%
COc1ccccc1N1CCN(C(=O)c2ccc3c(Cl)c4c(nc3c2)CCCC4)CC1 | -12.8% | -5.8% | 14.0% | ? | 2.1 | -9.6% | -27.0% | -7.6%[57.1 µM] | 11.2%
O=C(c1ccc2c(=O)n(Cc3ccccc3)c(=S)[nH]c2c1)N1CCOCC1 | 0.6% | -22.9% | 0.0% | 3.1% | 0.9 | -3.5% | -14.8% | 0.8% | 5.2%
NS(=O)(=O)c1ccc(CNC(=O)c2ccc3ccccc3n2)cc1 | 1.6% | 21.2% | -8.0% | 18.3%[57.1 µM] | -8.8 | -2.9% | -3.2% | -3.9% | 9.3%
CCOC(=O)CSc1nc2sc(C)c(C)c2c(=O)n1C | 0.1% | -27.7% | 1.4% | -11.1% | -1.3 | -1.8% | -21.1% | -8.5% | 2.3%
Cc1cccc(C)c1OCC(O)Cn1ccnc1C (stereo not drawn) | 0.4% | -1.9% | 2.8% | 7.6% | 0.6 | -4.9% | -26.9% | -1.3% | 5.0%
CC(=O)Nc1ccc(C(=O)CN2C(=O)NC3(CCOc4ccccc43)C2=O)c(F)c1 (stereo not drawn) | -1.0% | -5.7% | -2.1% | -15.2% | -0.4 | 0.0% | -9.8% | -8.1% | -10.9%
Oc1c(/C=N/c2ncn[nH]2)ccc2ccccc12 | -1.5% | ? | 17.6% | -24.5% | 31.0 | 0.9% | -25.3% | -1.7% | 3.6%
CCOC(=O)C1=C(C)N=c2s/c(=C/c3cccc([N+](=O)[O-])c3O)c(=O)n2C1c1ccc(OC)cc1OC (stereo not drawn) | 1.3% | -43.6% | -10.3% | -14.6% | -1.6 | -7.0% | -18.6% | -11.3% | 0.4%
O=C(O)c1ccc(NS(=O)(=O)c2ccc(Cl)c(C(=O)Nc3ccccc3)c2)cc1 | 1.5%&-7.1% | -1.1%&-7.2% | -2.2%&-5.5% | 8.9%&15.4% | -5.0&-5.8 | -4.2%&-1.6% | -12.1%&-9.1% | -2.4%&5.8% | 8.4%&3.9%
COc1ccccc1Cn1c(=S)[nH]c2cc(C(=O)N3CCN(C)CC3)ccc2c1=O | -3.4% | 24.9% | -1.5% | -12.5% | -5.7 | -3.7% | -20.1% | -5.7% | -4.3%
CC(C)c1ccccc1NC1=CC(=O)CC(C)(C)C1 | -0.2% | 2.3% | 1.6% | 9.1% | -7.2 | -4.2% | -19.1% | 5.8% | -10.4%
O=c1[nH]c(-c2ccccc2)nnc1-c1ccccc1 | -3.9% | 9.8% | 8.8% | 8.2% | -9.7 | -0.4% | -6.5% | -0.3% | 7.5%
COc1cc(C(=O)NNC(=O)Cc2ccc(S(=O)(=O)N3CCOCC3)s2)cc(OC)c1OC | -1.3% | -7.9% | 0.9% | 9.7% | -1.5 | -0.5% | -17.7% | 1.2% | 5.8%

A different layout for 2 compounds above.
| mol | Vif-A3G inh | RGS4 inhibitor | mIDH1 inhibitor | TrxR1 inh | LDHA inh | GRP78 ERSR act | USP1 inh | TrxR1 substrate | Vif-APOBEC3F blk |
| --- | --- | --- | --- | --- | --- | --- | --- | --- | --- |
| O=c1[nH]c(-c2ccccc2)nnc1-c1ccccc1 | -3.9% | 9.8% | 8.8% | 8.2% | -9.7 | -0.4% | -6.5% | -0.3% | 7.5% |
| COc1cc(C(=O)NNC(=O)Cc2ccc(S(=O)(=O)N3CCOCC3)s2)cc(OC)c1OC | -1.3% | -7.9% | 0.9% | 9.7% | -1.5 | -0.5% | -17.7% | 1.2% | 5.8% |

Screening data: PubChem, National Center for Advancing Translational Sciences (NCATS)
